From PubChem
FUS yeast rescue: FUS proteinopathy suppression in yeast; S. cerevisiae FUS-expressing, growth rescue, OD600, 24 h; Potency, µM (highest dose often 76.6 µM), for the others: at the top dose growth rescue (activation), actives largely listed as activators; hit rate 0.24% among 390,000; AID 1347120;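 note: potency is the fitted concentration of half-maximal effect; plate controls were DMSO vehicle for no effect and reference control for full effect; nearly all actives have a fitted effect of over 55% in size; some results filed as inactive show a strong effect at the top dose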
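Quantitative HTS measuring growth restoration of FUS-toxic yeast. Galactose-induced cells (OD 0.005) were exposed 24hr at 30C to compounds at several concentrations, then absorbance at 600 nm was recorded.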
WRN inhibitor: inhibitors of human WRN helicase. Q14191. WRN helicase unwinding, fluorescent forked duplex, kinetic. Potency, µM (top dose mostly 114 µM), inactives show at the top dose activity change, negative = inhibition, actives largely listed as inhibitors. hit rate 0.46% among 360,000; note: potency is the fitted concentration of half-maximal effect; % is set by controls: 0 for no effect and ±100 for the full control effect; nearly all actives have a fitted effect of over 55% in size
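Kinetic red-fluorescence monitoring (525/598 nm) tracks WRN helicase activity after 100 nM fluorophore-quencher forked duplex and 2 mM ATP are added to 20 nM enzyme pretreated 15 min at room temperature with compound.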
EPAC1 agonist: agonists of human EPAC1. O95398. EPAC1 agonist qHTS, biochemical assay; response scale: 100% = response to 6.5 mM cAMP. Potency, µM (highest dose often 154 µM), without a hit: top-dose activation, most hits filed as activators. hit rate 0.073% among 360,000; note: potency is the fitted concentration of half-maximal effect; nearly all actives have a fitted effect of over 60% in size
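Compounds were pinned as a concentration titration into mixtures of EPAC1 (100 nM), BODIPY-GDP-loaded Rap1B (250 nM) and GDP (50 uM). After 5 min at room temperature, fluorescence was followed for 30 min; activity was scaled to 6.5 mM cAMP.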
IL2 activator: activators of IL-2 | IL-2 activation reporter assay, cell-based qHTS; stimulated with anti-CD3/CD4/CD28 beads; in transgenic mouse T cells | hit rate 0.065% among 360,000 | AID 652025 | activation, % (series mostly up to about 46 µM); in the data active = activation above about 50%; inconclusive = mostly about 30% to 49%; note: 0% is about no effect
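Unstimulated transgenic mouse T cells; 60-min compound exposure; bead-based TCR/CD4/CD28 stimulation; 18 h culture, 37 degrees C; dual fluorescence (EGFP, DsRed) plate cytometry.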
PLK1 PBD block: inhibitors of human PLK1 polo-box domain binding; hit rate 2.8% among 360,000; Potency, µM, without a hit: max response, negative = inhibition, most hits filed as inhibitors; Plk1 PBD binding of FITC phosphopeptide, fluorescence polarization; AID 720504; note: potency is the fitted concentration of half-maximal effect; series mostly up to about 57 µM; % is set by controls: 0 for no effect and ±100 for the full control effect; nearly all actives have a fitted effect of over 65% in size
Target sequence (P53350 whole entry, looked up, the tested form may be a part): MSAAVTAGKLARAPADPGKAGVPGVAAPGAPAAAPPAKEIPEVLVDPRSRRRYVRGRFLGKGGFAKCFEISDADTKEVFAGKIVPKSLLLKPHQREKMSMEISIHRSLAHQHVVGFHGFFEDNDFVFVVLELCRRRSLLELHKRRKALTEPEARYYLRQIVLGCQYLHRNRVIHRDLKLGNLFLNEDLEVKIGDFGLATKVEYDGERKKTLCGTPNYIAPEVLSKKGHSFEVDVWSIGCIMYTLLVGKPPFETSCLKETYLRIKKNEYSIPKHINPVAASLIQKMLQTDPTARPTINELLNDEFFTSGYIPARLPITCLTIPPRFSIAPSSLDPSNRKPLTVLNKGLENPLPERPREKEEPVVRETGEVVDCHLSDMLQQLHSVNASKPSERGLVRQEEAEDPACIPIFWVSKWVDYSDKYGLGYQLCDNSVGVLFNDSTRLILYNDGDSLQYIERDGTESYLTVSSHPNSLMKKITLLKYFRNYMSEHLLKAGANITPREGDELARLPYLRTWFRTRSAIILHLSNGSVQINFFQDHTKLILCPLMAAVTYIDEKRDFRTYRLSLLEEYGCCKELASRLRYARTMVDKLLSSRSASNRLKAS
EPAC1 antagonist: blocks human EPAC1 exchange factor; AID 720709; hit rate 0.14% among 360,000; EPAC1 GEF assay, Rap1b-BODIPY-GDP exchange fluorescence; Potency, µM (series often up to 115 µM), without a hit: at the highest dose activity change, negative = inhibition, usual class: inhibitors; O95398;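 note: potency is the fitted concentration of half-maximal effect; plate controls were vehicle for no effect and positive control for full effect; nearly all actives have a fitted effect of over 50% in size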
Abeta rescue: compounds reversing amyloid beta toxicity in yeast | yeast expressing A-beta42, growth rescue, OD600, 48 h; response scale: 0% DMSO, 100% iron-clioquinol control | Potency, µM (series often up to 46.1 µM), inactives show top-dose growth rescue, usual class: activators | hit rate 0.063% among 410,000 | AID 1347071; note: potency is the fitted concentration of half-maximal effect; nearly all actives have a fitted effect of over 55% in size
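Yeast A-beta toxicity model in growth medium with pinned compounds, 48 h at 30 C; growth read as absorbance at 600 nm. Normalized to FeCl3/clioquinol equimolar mix (positive) and DMSO (negative).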
PI5P4Ka inh: inhibitors of human PI5P4K alpha. P48426. PI5P4Kalpha enzyme, ADP-Glo luminescence, 60 min; hits give low values. max response, %. hit rate 1.2% among 330,000; active = max response of -50% or lower; inconclusive = between -30% and -50%; inactive = -30% or higher; note: value at the top dose of about 77 µM; % is set by controls: 0 for no effect and ±100 for the full control effect
Target sequence (P48426 whole entry, looked up): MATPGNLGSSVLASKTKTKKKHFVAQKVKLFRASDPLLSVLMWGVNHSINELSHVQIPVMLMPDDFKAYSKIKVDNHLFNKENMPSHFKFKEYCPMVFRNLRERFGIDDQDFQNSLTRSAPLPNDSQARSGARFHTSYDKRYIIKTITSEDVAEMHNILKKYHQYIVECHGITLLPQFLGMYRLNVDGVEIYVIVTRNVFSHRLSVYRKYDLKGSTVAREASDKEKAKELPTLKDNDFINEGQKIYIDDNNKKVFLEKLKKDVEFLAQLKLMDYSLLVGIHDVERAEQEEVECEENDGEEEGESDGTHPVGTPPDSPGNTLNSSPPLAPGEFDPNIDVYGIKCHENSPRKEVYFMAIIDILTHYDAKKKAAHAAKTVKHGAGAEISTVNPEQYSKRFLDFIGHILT
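ADP-Glo luminescence end-point after a 60 min room-temperature kinase reaction. PI5P4Kalpha and substrate in HEPES pH 7.4 buffer with EGTA, 0.1% CHAPS and 5% DMSO; ATP at 5 microM final.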
The depositor's hits bear a star; ? = inconclusive; · = not tested or not shown; [ ] = another dose, or the depositor's remark. Unless noted, calls come from the whole dose curve; as a rule, active = well fitted curve in the direction sought with a large enough effect; inconclusive = small, poorly fitted or top-dose-only effect, or another doubt; inactive = no such curve, though single readings can be large; an effect the other way counts as inactive or inconclusive.

SMILES	FUS yeast rescue	WRN inhibitor	EPAC1 agonist	IL2 activator	PLK1 PBD block	EPAC1 antagonist	Abeta rescue	PI5P4Ka inh
C=CCOc1cccc(CNc2ccc3[nH]c(=O)[nH]c3c2)c1	10%	-5%	-5%	0.4	0%	-13%	1%	1
O=C(O)c1ccc2c(=O)n(-c3ccccc3F)c(=S)[nH]c2c1	7%	-9%	8%	0.0	0%	?	6%	?
COC(=O)Cc1cc(=O)n(-c2nc3ccccc3[nH]2)[nH]1	?	-9%	0%	-4.1	-11%	-24%	-28%	·
C[C@@H]1C=C(C(=O)NCc2nc3ccccc3[nH]2)O[C@H](OCc2ccc(CO)cc2)C1	-13%	3%	-1%	-0.1	-17%	-5%	-4%	-11
COc1ccc(-n2cc(CN(C)C3CCOCC3)c(-c3cccc(F)c3)n2)cc1	5%	-2%	-4%	0.3	24µM*	10%	4%	3
CC(O)(c1ccc(F)c(F)c1)c1nc(-c2cc3ccccc3o2)cs1 (stereo not drawn)	23%	-8%	-3%	0.4	10%	-22%	-25%	29
O=C(Cc1ccc([N+](=O)[O-])cc1)Nc1cccc(C(=O)N2CCCCC2)c1	17%	4%	2%	-1.8	-14%	6%	1%	-6
CCC(Oc1ccccc1)C(=O)N(CC)CC(=O)NCc1ccc(F)cc1 (stereo not drawn)	13%	0%	20%	-0.9	-2%	-1%	4%	0
O=C(c1cc(-c2cccc(Cl)c2)on1)N1CCCCCC1	30%	-34%	2%	-4.2	-6%	-14%	-12%	-11
COC(=O)c1c(-c2ccc(Br)cc2)noc1N	4%	-4%	16%	-2.9	-9%	-29%	3%	0
COc1ccc(S(=O)(=O)N2CCN(Cc3cccc([N+](=O)[O-])c3)CC2)cc1	-3%	-22%	0%	0.8	-4%	-13%	-2%	1
Cc1ccc(S(=O)(=O)N2CCC(C(=O)NCC3CC3)CC2)cc1	8%	5%	-6%	0.1	1%	3%	1%	-1
O=C(/C=C\c1ccco1)Nc1nc(-c2ccccc2)cs1	·	24%	5%	0.0	-1%	-12%	2%	-3
N/C(=N\OC(=O)c1cccc([N+](=O)[O-])c1)c1cccnc1	10%	-11%	-3%	-2.2	1%	?	-19%	1
NC(=O)c1nn2c(C(F)(F)F)cc(-c3ccccc3)nc2c1Br	-6%	-7%	11%	-0.4	-11%	?	-14%	2
Cc1cc(C)c(C(=O)NNC(=O)c2cccnc2)c(C)c1	18%	-14%	9%	1.2	-4%	-10%	-7%	5
Cc1ccc(-c2csc(NC(=O)COc3ccc(N(C)S(=O)(=O)c4ccc(C)cc4)cc3)n2)cc1	31%	?	5%	-3.1	-8%	1%	-7%	-2
COc1cc(NC(=O)c2cc3nc(-c4ccccc4)cc(-c4ccccc4)n3n2)cc(OC)c1OC	44%	-7%	7%	-1.7	-15%	56µM*	-10%	·
O=C(Nc1ccncc1)c1c(F)c(F)c(F)c(F)c1F	-4%	-16%	-1%	-0.1	5%	-10%	22%	-4
O=S(=O)(N=S(N1CCCCC1)N1CCCCC1)c1ccccc1	10%	5%	-6%	-1.3	-5%	-2%	2%	·
Cc1nn(CC(=O)N2CCCCC2)c(=O)c2nn(-c3ccccc3)c(C)c12	10%	-4%	1%	-3.3	-14%	0%	-4%	15
C=CCn1c(SCC(=O)N(C)C)nc2cc(C(=O)O)ccc2c1=O	-21%	-14%	-2%	0.4	1%	-2%	-4%	?
CCCS(=O)(=O)NC(=O)C1(C)CCCN(C(=O)c2ccc3ccccc3n2)C1 (stereo not drawn)	-4%	2%	11%	-0.7	-4%	5%	7%	0
O=S(=O)(NCc1csc(-c2cccs2)n1)c1cccc(C(F)(F)F)c1	0%	0%	-6%	-0.1	6%	-12%	15%	4
CN(C)S(=O)(=O)c1cccc(NC(=S)N/N=C/c2cccc(O)c2)c1	4%	-6%	2%	-0.3	-1%	1%	10%	-2
COc1ccc(CCn2c(=N)c(C(=O)NCc3ccco3)cc3c(=O)n4ccccc4nc32)cc1	?	-6%[57.1 µM]	2%	-0.4	-10%	-19%	-10%	·
O=C(c1cccc(C(F)(F)F)c1)N1CCN(c2cc(=O)[nH]nc2-c2ccccc2)CC1	37%	0%	2%	-3.4	-4%	-12%	3%	1
CSc1ccc(Cn2c(C)c(C(=O)NCc3ccc(C(C)C)cc3)sc2=O)cc1	-7%	-6%[57.1 µM]	-6%	2.0	-2%	-8%	-3%	12
CCOCCCNS(=O)(=O)c1ccc2c(c1)oc(=O)n2CC(=O)OCC	8%	1%	7%	-2.8	-4%	10%	2%	·
Cn1c(=O)c(Sc2ccc(Cl)cc2)c(O)c2ccccc21	9%	-17%	7%	0.7	-10%	5%	-17%	-20
CCN(CC(=O)Nc1cccc(S(N)(=O)=O)c1)Cc1nc2ccccc2c(=O)[nH]1	-7%	-1%	7%	1.3	-8%	0%	9%	-1
CCOC(=O)Cn1cncc1-c1ccc([N+](=O)[O-])cc1	·	1%	-1%	-0.1	-6%	-23%	21%	1
CC(C)Oc1cc2ccccc2cc1CNC[C@H]1O[C@@H](n2cnc3c(N)ncnc32)[C@H](O)[C@@H]1O	-11%	12%	-21%	-0.8	-6%	5%	-11%	4
CCOc1ccc(-c2nnn(CC(=O)c3ccc4c(c3)OCCO4)n2)cc1OCC	24%	-6%	-15%	-2.8	-5%	1%	5%	·
CN1C(C(=O)NCc2ccc(OC(F)(F)F)cc2)CC2Cn3c(nc4cc(Cl)c(Cl)cc43)C21 (stereo not drawn)	10%	-3%	-8%	2.3	-9%	-13%	19%	13
FC(F)(F)c1nc(N2CCCC2)ncc1-c1nnnn1-c1ccc(Cl)cc1	34%	2%	10%	-3.2	-4%	2%	-13%	11
Cc1ccc(Cn2c(C(=O)NCCCN3CCOCC3)cc3sccc32)cc1	48%	-17%	0%	2.5	-7%	11%	0%	·
COc1ccc(NC(=S)N(CCCN2CCCCCC2)Cc2cccs2)cc1	-3%	-5%	0%	4.8	0%	-13%	-9%	0
O=S(=O)(NC1=NCCCCC1)c1ccc(Cl)cc1Cl	-9%	0%	14%	0.0	3%	-4%	-10%	0
CN(C(=O)/C=C/c1ccc(F)cc1)C1CCCCC1	-6%	2%	-9%	-2.0	0%	0%	8%	0
Cc1ccc(-c2ccc(CN3C(C)C(=O)N(Cc4cn(CCC5OCCO5)nn4)CCS3(=O)=O)cc2)cc1 (stereo not drawn)	?	-9%	1%	1.2	0%	-18%	-5%	2
COc1ccc(NC(=O)CN(c2ccc(OC)cc2)S(=O)(=O)c2c(C)nn(C)c2C)cc1	23%	-1%	2%	-2.6	-21%	-23%	-7%	2
Cc1cc(SCNC(=O)c2ccccc2)nc(C(C)C)n1	5%	-11%	-1%	22	24µM*	-2%	0%	-9
Cc1ccccc1-n1c(SCc2c(C)noc2C)nnc1-c1cccnc1	30%	1%	0%	0.2	?	18%	-1%	-8
CCOc1ccccc1OCCN1CCC(Cc2ccccc2)CC1	0%	-7%	-2%	-1.1	-1%	-3%	-8%	-1
CCOCCCNC(=S)N1CCC(C(=O)c2ccc3c(c2)OCCO3)CC1	4%	4%	-8%	-1.1	2%	4%	10%	-7
C=CCn1cccc(C(=O)Nc2ccc(N(C)C)cc2)c1=O	-31%	-4%	-2%	-0.4	0%	8%	-15%	-5
COc1ccc(N(CC(=O)N2CCN(c3ccc(Cl)cc3)CC2)S(=O)(=O)c2c(C)noc2C)cc1	?	-10%	10%	-3.8	-9%	0%	26%	6
c1ccc(CCCCN2C(Nc3ccccc3)=NC[C@@H]2Cc2ccccc2)cc1	-14%	0%	-3%	-0.5	-12%	-11%	3%	1
Cc1ccc(OCC(=O)Nc2ccccc2F)cc1C	13%	3%	0%	-1.9	-9%	-19%	-27%	2
CCOc1ccc(S(=O)(=O)NCC2CCCO2)c2cccnc12 (stereo not drawn)	5%	2%	1%	2.3	-8%	6%	-7%	-1
CCOC(=O)c1ccc(N(C(=O)CNC(=O)c2ccco2)C(C(=O)NCC2CCCO2)c2ccc(OC)c(OC)c2)cc1 (stereo not drawn)	10%	-14%	-2%	3.4	1%	-20%	2%	6
CCCCCCNC(=O)O[C@H]1CN(C(=O)OC(C)C)N(C(=O)OC(C)C)[C@@H]2CN(S(=O)(=O)c3ccc(C)cc3)C[C@]12O	?	-11%	-38%[inhibitor]	-3.2	-13%	-21%	5%	7
CN(C)c1nc(SCC#N)nc(N2CCOCC2)n1	-4%	2%	-5%	0.7	3%	7%	7%	6
CC(=O)Nc1ccc(NC(=O)c2csc([C@@H]3O[C@H](CO)[C@H](O)[C@H](O)[C@H]3O)n2)cc1	-22%	6%[57.1 µM]	1%	0.2	2%	8%	-5%	-3
O=c1c2ccccc2n2c(-c3cccc(Cl)c3)nnc2n1Cc1ccccc1	1%	6%	-4%	2.5	-1%	-1%	12%	8
CC(=O)Nc1ccc(-c2csc(NC(=O)CCCc3cccs3)n2)cc1	-8%	-6%	0%	-0.1	-2%	-19%	1%	2
COc1ccc(C(CC(=O)c2ccc(C)cc2)C(C#N)C#N)cc1OC (stereo not drawn)	14%	2%	7%	-5.8	-3%	?	-21%	14
Cc1ccccc1NS(=O)(=O)c1cccc(-c2nnc(-c3ccccc3)o2)c1	12%	-18%	-10%	-1.2	0%	6%	4%	2
O=C(/C=C/[C@H]1O[C@@H](n2ccc(=O)[nH]c2=O)[C@H](O)[C@@H]1O)NCCN1CCCC1	-11%	-6%	6%	1.6	2%	-4%	-5%	4

Fetched one by one from the list above (4):
SMILES	FUS yeast rescue	WRN inhibitor	EPAC1 agonist	IL2 activator	PLK1 PBD block	EPAC1 antagonist	Abeta rescue	PI5P4Ka inh
c1ccc(CCCCN2C(Nc3ccccc3)=NC[C@@H]2Cc2ccccc2)cc1	-14%	0%	-3%	-0.5	-12%	-11%	3%	1
Cc1ccccc1NS(=O)(=O)c1cccc(-c2nnc(-c3ccccc3)o2)c1	12%	-18%	-10%	-1.2	0%	6%	4%	2
CCOc1ccc(S(=O)(=O)NCC2CCCO2)c2cccnc12 (stereo not drawn)	5%	2%	1%	2.3	-8%	6%	-7%	-1
CC(=O)Nc1ccc(-c2csc(NC(=O)CCCc3cccs3)n2)cc1	-8%	-6%	0%	-0.1	-2%	-19%	1%	2
